hgDAF12 agonist = hgDAF-12 agonism, primary luciferase screen | HEK293 GAL4-hgDAF12 UAS-luciferase reporter, agonist luminescence; normalized to butyrate control | activation, % at 6.8 µM | actives 1.8% (n = 370,000) | AID 687014;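 active = activation above a cutoff set at the mean of all screened compounds plus 3 SD, cut at about 10% in these data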;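 also: 0% = DMSO wells and 100% = sodium butyrate wells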
DAX1 inh-1 = inhibitors of DAX1 repression of SF-1 activated StAR promoter; inhibition, % at 6.8 µM; HEK293T StAR-luciferase reporter, SF-1/DAX-1 repression relief; AID 652010; actives 1.1% (n = 370,000);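 active = inhibition above the mean over all tested compounds plus 3 SD, cut at about 3.6% in these data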;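 also: 0% = DAX-1 cells with DMSO and 100% = cells lacking DAX-1 with DMSO; higher inhibition means more luminescence from relief of DAX-1 repression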
GAA850 FXN act = activators of GAA850 frataxin (FXN) promoter; HEK293 lucGAA850 FXN promoter luciferase reporter, 24 h; percent of 10 µM SAHA response; activation, % at 6 µM; actives 0.56% (n = 360,000); AID 540364;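 active = activation above the average of all compounds screened plus 3 SD, cutoff fixed separately per campaign, cut at about 7.5% in these data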;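 also: 0% = DMSO wells and 100% = 10 µM SAHA wells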
hcDAF-12 act = activates DAF-12 receptor from parasite H. contortus. HEK293 hcDAF-12 lit1-tk-luc reporter, luminescence; 0% DMSO, 100% Δ7-dafachronic acid. activation, % at 6.8 µM. actives 1.4% (n = 370,000);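 active = activation above the mean of all tested compounds plus 3 SD, cut at about 5.5% in these data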;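 also: 100% = response to 3 µM Δ7-dafachronic acid high control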
SMARCA2 activ = increases SMARCA2 function in MMTV reporter cells | MG213 cells, MMTV-luciferase reporter, dexamethasone, overnight | activation, % at 9.1 µM | actives 1% (n = 370,000); in the data active = activation above about 7.8%;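 also: 0% = vehicle wells and 100% = reference activator wells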
sPLA2-III inh = Blocks human group III sPLA2 activity. Q9NZ20. QFRET BODIPY PC-A2 liposome hydrolysis, fluorescence. inhibition, % at 12.2 µM. actives 0.56% (n = 370,000). AID 743126;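 active = inhibition above mean plus 3 SD of compounds lying within the high and low control bounds, cut at about 19% in these data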;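 also: 0% = median of test compound wells and 100% = no enzyme DMSO wells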
Target sequence (Q9NZ20 whole entry, looked up): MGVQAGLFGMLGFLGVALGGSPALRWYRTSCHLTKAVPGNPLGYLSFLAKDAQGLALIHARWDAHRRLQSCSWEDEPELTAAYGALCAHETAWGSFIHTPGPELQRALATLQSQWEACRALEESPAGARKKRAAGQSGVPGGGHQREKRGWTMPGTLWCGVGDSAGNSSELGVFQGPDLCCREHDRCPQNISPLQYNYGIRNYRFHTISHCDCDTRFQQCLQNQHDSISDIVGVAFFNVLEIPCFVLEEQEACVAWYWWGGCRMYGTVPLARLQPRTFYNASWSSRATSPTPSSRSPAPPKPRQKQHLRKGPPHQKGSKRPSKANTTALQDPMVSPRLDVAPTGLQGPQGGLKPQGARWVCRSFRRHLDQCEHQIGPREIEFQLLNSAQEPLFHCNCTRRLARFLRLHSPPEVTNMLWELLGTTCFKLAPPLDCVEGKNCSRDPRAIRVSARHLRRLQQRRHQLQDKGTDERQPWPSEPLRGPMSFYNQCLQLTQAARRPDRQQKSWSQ
DAX1 inh-2 = inhibitors of human orphan nuclear receptor DAX1 (NR0B1); HEK293 Gal4-DAX1 luciferase reporter, luminescence; AID 504766; inhibition, % at 6.75 µM; actives 0.99% (n = 340,000);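 active = inhibition above the mean over all tested compounds plus 3 SD, cut at about 4.2% in these data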;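 also: 0% = DAX1-transfected cells with DMSO and 100% = empty-vector control cells with DMSO; inhibition shows as a rise in luminescence from relieved DAX1 repression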
PG9 binder = PG9 antibody binding by small molecule; actives 0.43% (n = 360,000); inhibition, % at 6.7 µM; TR-FRET gp120-PG9 antibody binding; in the data active = inhibition above about 8.5%
PLC-beta3 inh = blocks human PLC-beta3 enzyme activity; Q01970; actives 0.18% (n = 370,000); Purified PLC-beta3, fluorogenic substrate, fluorescence; inhibition, % at 12.2 µM; AID 720704; in the data active = inhibition above about 11%;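 also: 0% = median of compound wells on plate and 100% = full blocker control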
ssDAF12 agonist = activators of S. stercoralis DAF-12 nuclear receptor; actives 1% (n = 370,000); HEK293 ssDAF-12/GRIP1 lit1-tk-luc reporter, luminescence; % of 3 µM dafachronic acid response; AID 652126; activation, % at 6.8 µM;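 active = activation above the mean over all tested compounds plus 3 SD, cut at about 0.9% in these data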;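 also: 0% = DMSO-only wells and 100% = 3 µM delta7-dafachronic acid wells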
NR1D1 modulator = modulates human Rev-erb alpha binding to DNA | P20393 | Rev-erbα–FITC-DNA binding, fluorescence polarization, 90 min | activity, % at 10 µM | actives 0.79% (n = 370,000) | AID 1259318;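 active = activity above about 14%, limit read from the data; passing the limit was not always enough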;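 also: 0% = DMSO wells with 35 nM protein and 100% = DMSO wells with 750 nM protein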
Target sequence (P20393 whole entry, looked up): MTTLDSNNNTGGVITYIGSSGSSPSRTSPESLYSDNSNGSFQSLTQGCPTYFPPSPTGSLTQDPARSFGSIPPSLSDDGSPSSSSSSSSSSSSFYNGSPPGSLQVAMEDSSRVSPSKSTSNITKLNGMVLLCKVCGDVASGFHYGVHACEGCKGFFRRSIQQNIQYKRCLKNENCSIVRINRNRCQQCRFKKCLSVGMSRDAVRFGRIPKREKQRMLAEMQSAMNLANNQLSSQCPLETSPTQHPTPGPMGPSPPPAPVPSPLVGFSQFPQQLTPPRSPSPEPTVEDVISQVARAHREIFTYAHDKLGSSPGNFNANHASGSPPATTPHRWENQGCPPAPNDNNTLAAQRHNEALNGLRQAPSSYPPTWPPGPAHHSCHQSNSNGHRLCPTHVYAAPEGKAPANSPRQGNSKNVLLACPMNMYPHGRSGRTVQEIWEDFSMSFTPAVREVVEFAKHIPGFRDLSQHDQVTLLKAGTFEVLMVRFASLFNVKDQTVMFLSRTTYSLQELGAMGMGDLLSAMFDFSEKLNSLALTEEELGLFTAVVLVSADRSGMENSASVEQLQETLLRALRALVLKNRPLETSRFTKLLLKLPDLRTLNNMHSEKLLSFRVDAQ
Active calls of the source: *; x = not tested or not shown. The order is random (roughly 7% active in at least one column).

SMILES	hgDAF12 agonist	DAX1 inh-1	GAA850 FXN act	hcDAF-12 act	SMARCA2 activ	sPLA2-III inh	DAX1 inh-2	PG9 binder	PLC-beta3 inh	ssDAF12 agonist	NR1D1 modulator
CC(=O)Nc1cccc(NC(=O)C(=O)c2cn(CC(=O)N3CCCC3)c3ccccc23)c1	5.3	1.6	0.9	6.0*	-3	13	0.0	1.4	-6	1.2*	0
COc1ccc(CNC(=O)c2cccc(N(C)C)c2)cc1	-0.3	0.0	1.6	1.0	-6	9	1.1	-2.7	-92	0.1	-2
O=C1CCCC2=C1C(c1ccccc1)NC(=S)N2 (stereo unspecified)	-0.6	-0.4	4.5	-0.3	-2	9	1.4	-1.3	4	-0.8	8
Cc1csc(=O)n1CCC(=O)OCC(=O)Nc1cccc(C#N)c1	0.3	-0.3	0.4	-1.2	-2	5	0.7	1.1	-8	-0.7	9
COc1ccc(CCCc2nc3ccccc3[nH]2)cc1	4.2	-0.3	2.6	-2.2	6	-2	2.0	-0.3	-3	-1.3	-4
Nc1nnc(-c2ccco2)s1	-0.8	-0.1	0.7	-0.3	-1	1	1.0	-3.0	-8	-0.5	3
CN1CCN(c2nc3c(c(=O)[nH]c(=O)n3C)n2Cc2cccc(Br)c2)CC1	1.5	-0.1	1.6	-2.1	1	-2	-0.4	-1.8	-4	-0.9	-2
O=C(Nc1ccc(OC(F)F)cc1)c1cc[n+]([O-])cc1	3.5	-0.1	-0.8	2.9	-2	10	1.1	-0.6	1	-0.4	3
CCOC(=O)c1csc(COc2ccc(OC)cc2)n1	5.4	0.8	2.4	1.2	4	0	-1.6	-3.8	-4	-0.7	2
COC(=O)[C@]12C[C@H](CC(=O)N3CCC(c4ccccc4)CC3)C(=O)N(Cc3ccc4c(c3)OCO4)C1=C[C@H](C(C)(C)C)O[C@@H]2C	-1.1	-0.8	x	1.8	1	-2	x	-0.9	3	-1.4	4

Entries of single compounds from above. Screens in order: hgDAF12 agonist	DAX1 inh-1	GAA850 FXN act	hcDAF-12 act	SMARCA2 activ	sPLA2-III inh	DAX1 inh-2	PG9 binder	PLC-beta3 inh	ssDAF12 agonist	NR1D1 modulator
Nc1nnc(-c2ccco2)s1 as listed: -0.8	-0.1	0.7	-0.3	-1	1	1.0	-3.0	-8	-0.5	3
CCOC(=O)c1csc(COc2ccc(OC)cc2)n1 as listed: 5.4	0.8	2.4	1.2	4	0	-1.6	-3.8	-4	-0.7	2

Next compounds
SMILES	hgDAF12 agonist	DAX1 inh-1	GAA850 FXN act	hcDAF-12 act	SMARCA2 activ	sPLA2-III inh	DAX1 inh-2	PG9 binder	PLC-beta3 inh	ssDAF12 agonist	NR1D1 modulator
COc1cc(-c2nnc(SC/C=C/c3ccccc3)n2N)cc(OC)c1OC	-2.4	-2.1	-3.4	-1.8	1	1	-0.8	0.1	1	-1.6	2
CC1(C)CC(=O)C(=Cc2cn(-c3ccccc3)nc2-c2ccccc2)C(=O)C1	-1.1	0.5	3.0	-0.8	6	7	2.4	0.4	-3	-0.9	-4
Cc1cc(C(=O)Nc2sc3c(c2C#N)CCC(C)C3)cs1 (stereo unspecified)	6.9	1.2	5.0	0.1	4	6	1.5	4.2	-9	0.2	8
ON(CCc1ccncc1)Cc1ccccc1	-1.2	1.0	0.1	2.3	0	4	0.3	-0.7	-5	-0.9	1
O=c1nc2n(c3ncccc13)CCC2	-2.9	0.4	0.3	-1.5	3	1	-0.1	0.1	1	-1.5	-1
C/C(=N\NS(=O)(=O)c1cccc([N+](=O)[O-])c1)c1cccnc1	2.0	-0.3	1.0	0.3	-2	0	-0.8	-0.2	-1	-2.0	-4
CCNC(=O)N1C[C@H]2CON(C)[C@H]2C[C@H]1c1ccc(N2CCCCC2)cc1	3.7	-0.3	x	-1.4	-3	4	x	-1.4	2	-1.1	-9
COc1cccc(/C=N/NC(=O)CC(C)O)c1OC/C=C/c1ccccc1 (stereo unspecified)	-1.7	-3.7	1.6	-2.3	0	-16	-0.9	-3.5	-48	-1.0	6
O=C(CNC(=O)c1ccco1)NCC(=O)OCc1ccccc1Cl	0.4	0.3	1.0	-0.8	-2	0	-0.7	-1.2	-5	-0.9	3
CCCCn1nnnc1C(c1cc2ccccc2o1)N1CCN(c2ccccc2F)CC1 (stereo unspecified)	-0.8	2.1	x	-1.1	-5	14	x	-0.5	1	0.1	6
CC(C)[C@H](NC(=O)c1ccccc1)C(=O)OCC(=O)NCc1ccc2c(c1)OCO2	2.4	-1.1	0.5	-0.8	-3	10	0.5	-0.3	0	-1.0	-1
CCOC(=O)c1ccc(N2NC(=O)/C(=C/c3ccc(OC(=O)c4ccco4)c(OC)c3)C2=O)cc1	1.4	-0.1	x	0.9	-1	-18	x	-2.5	1	-0.5	-2
COC(=O)c1ccc(CN2CCC(CO)(CCOc3ccccc3)CC2)cc1	-3.2	-0.2	0.6	0.1	-1	-5	0.0	-1.1	-3	-1.3	-5
Cc1ccc(N(CC(=O)Nc2ccc3c(c2)OCCO3)S(C)(=O)=O)cc1	0.1	-0.4	-0.6	-0.8	1	-6	2.0	-4.0	2	-1.3	2
COc1cccc(OC2(C)CCN(Cc3ccc(-c4ccccn4)cc3)C2)c1 (stereo unspecified)	2.4	0.8	-0.6	0.3	-1	-11	x	0.8	-3	-2.0	0
CC1Nc2ccccc2C(=O)N1NS(=O)(=O)c1ccccc1 (stereo unspecified)	1.6	0.7	-0.3	0.7	0	-4	1.4	2.5	-111	-0.5	-2
COc1cccc(/C=C/C(=O)NNC(=O)c2ccncc2)c1OC	2.3	-1.0	-0.9	-1.6	-3	8	0.1	1.2	-17	-1.1	6
CC(=O)c1c[nH]c(C(=O)NCc2cccc(C(F)(F)F)c2)c1	-1.0	-0.6	0.4	-2.5	0	-4	-0.3	-1.2	-3	-1.2	4
CCc1nnc(NS(=O)(=O)c2ccc(NC(=O)Nc3ccc(OC)cc3)cc2)s1	2.6	0.0	1.4	-1.6	0	-51	-0.9	-1.4	1	-1.2	-6
CC1(c2nnnn2Cc2ccccc2)CSCC(=O)N1Cc1cccs1 (stereo unspecified)	-0.8	-1.3	x	-0.7	0	3	x	x	-2	-0.8	-5
COc1ccccc1C(=O)NC(=O)COC(=O)CCS(=O)(=O)c1ccc(C)cc1	-2.1	2.8	0.4	1.5	-2	7	1.3	-1.7	-4	-0.8	1
O=C(CCCCC(=O)Nc1ccc(F)cc1F)Nc1ccc(F)cc1F	-1.7	0.2	-0.5	0.9	-5	9	1.3	-0.1	-6	-1.8	-8
Clc1ccc(Cn2cccn2)cn1	-0.1	-0.2	-0.8	-0.5	2	-3	0.5	-1.0	-4	-1.2	-7
CC(=O)Nc1cc(Br)ccc1O	0.9	-0.4	1.4	-0.3	-1	5	0.4	-0.8	-3	-1.7	5
CC1(C(=O)NS(=O)(=O)c2ccccc2C(F)(F)F)CCN1C(=O)CC1CCCC1 (stereo unspecified)	-0.3	-0.9	-0.8	-0.1	-1	8	x	-1.0	-3	-1.7	5
Fc1ccc(/C=N/NC(=S)Nc2cccnc2)cc1F	4.3	0.3	1.8	-0.9	5	11	-0.4	-1.3	-5	-1.7	-6
Clc1ccc(N/N=C/c2ccncc2)cc1Cl	9.2	1.1	5.3	0.8	5	-2	0.8	-2.2	-9	-1.3	6
O=C(N/N=C/C=C/c1ccccc1)c1ccc(Br)cc1	-2.8	0.8	0.0	-0.3	-2	3	-1.2	-0.3	-3	-1.0	1
CCOC(=O)c1cccc(Nc2ncnc3ccccc23)c1	0.9	-0.3	0.6	-2.2	0	-2	0.5	0.0	-52	-1.2	-1
Cc1nc(C(=O)N(C)C)nn1-c1ccc([N+](=O)[O-])cc1	0.2	0.0	3.2	-1.7	0	3	-0.2	-0.7	0	-1.3	-1
N#CCCn1c(O)c(N=NC(=O)CNC(=O)c2cccs2)c2ccccc21	-2.7	0.5	3.0	0.8	-2	-4	-0.6	-3.6	-3	-1.3	-3
Cc1ccc2cc(C#N)c(N3CCCN(C(=O)c4cnccn4)CC3)nc2c1	2.6	-0.5	2.4	-1.7	0	1	0.5	-1.6	-105	0.1	3
CC(=O)N1CCc2c(sc(NC(=O)c3ccc(S(=O)(=O)N(C)CC4CCCO4)cc3)c2C(N)=O)C1 (stereo unspecified)	-0.5	-2.9	-1.3	1.0	-8	-7	-0.8	-1.5	-56	-0.1	1
COc1ccc(-c2cc3c(=O)n(CC(=O)NCCN4CCCC4)nc(C)n3n2)cc1	1.7	0.5	-0.4	1.2	-1	-3	0.2	-0.9	-61	-0.7	-4
Cc1ccc(NC(=O)CSc2nnc(C3CC3)n2C)cc1S(=O)(=O)N1CCCCC1	0.0	-1.9	2.6	-2.4	0	-7	-0.5	-1.4	2	-1.4	-4
CCn1c(=O)c(=O)[nH]c2c(=O)oc3ccc(S(=O)(=O)Nc4ccc(OC)cc4)cc3c21	2.4	0.3	3.9	3.0	2	2	-0.1	0.2	-13	-0.6	2
O=C(COC(=O)c1cc(=O)[nH]c2ccccc12)NC1CCCCC1	-1.4	0.3	-0.1	-0.9	-5	2	0.0	2.3	-81	-0.7	-5
Cc1ccc(C)c(S(=O)(=O)NNC(=O)c2sc(NS(=O)(=O)c3ccccc3)nc2C)c1	-1.2	0.6	1.0	-2.3	0	-12	0.4	-1.0	-9	-1.9	-10
CCC1CCCCN1CC(O)COCc1cccc(OC)c1 (stereo unspecified)	2.0	0.5	-1.1	0.0	-3	-4	1.8	-3.1	-4	-1.1	6
CCOc1cc(/C=C(\C#N)C(=O)NCC2CCCO2)ccc1OCC(N)=O (stereo unspecified)	0.2	-0.8	-0.5	1.1	2	4	1.0	-0.8	-1	-1.3	5
CC(=O)c1cccc(NC(=O)CSc2nc(N3CCOCC3)nc(N3CCOCC3)n2)c1	-0.1	1.5	-0.3	1.0	-1	0	0.0	-1.5	-7	-1.0	-2
COc1nc(Oc2ccc(/C=N/O)cc2)nc(N(C)C)n1	-3.3	0.2	0.5	-2.7	2	-3	-0.3	-1.2	2	-1.4	-6
COc1ccc(CCC(=O)OCC(=O)Nc2ccc(OC)c(OC)c2)cc1OC	-0.9	0.2	0.7	-0.8	1	1	0.3	1.4	-2	-1.1	1

Entries from the list above that have a cyano group:
SMILES	hgDAF12 agonist	DAX1 inh-1	GAA850 FXN act	hcDAF-12 act	SMARCA2 activ	sPLA2-III inh	DAX1 inh-2	PG9 binder	PLC-beta3 inh	ssDAF12 agonist	NR1D1 modulator
Cc1csc(=O)n1CCC(=O)OCC(=O)Nc1cccc(C#N)c1	0.3	-0.3	0.4	-1.2	-2	5	0.7	1.1	-8	-0.7	9
Cc1cc(C(=O)Nc2sc3c(c2C#N)CCC(C)C3)cs1 (stereo unspecified)	6.9	1.2	5.0	0.1	4	6	1.5	4.2	-9	0.2	8
N#CCCn1c(O)c(N=NC(=O)CNC(=O)c2cccs2)c2ccccc21	-2.7	0.5	3.0	0.8	-2	-4	-0.6	-3.6	-3	-1.3	-3
Cc1ccc2cc(C#N)c(N3CCCN(C(=O)c4cnccn4)CC3)nc2c1	2.6	-0.5	2.4	-1.7	0	1	0.5	-1.6	-105	0.1	3
CCOc1cc(/C=C(\C#N)C(=O)NCC2CCCO2)ccc1OCC(N)=O (stereo unspecified)	0.2	-0.8	-0.5	1.1	2	4	1.0	-0.8	-1	-1.3	5
